Compound activity from PubChem.
ARFGAP1 inhibitor = inhibitors of rat ARFGAP1; Q62848; Arfgap1-stimulated ARF1 GTP hydrolysis, GDP FP detection; inhibition, % at 16.5 µM; 360,000 tested, 0.26% active; AID 651572;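 active = inhibition above a per-plate limit, mean inhibition of low control wells plus 3 SD, cut at about 25% in these data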;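 also: 0% = DMSO wells with enzyme and 100% = wells lacking Arfgap1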
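Repeats: one replicate per compound; assay system: rat Arfgap1 catalytic domain, aa 1-136; times: enzyme reaction 120 min at 25 °C after 20 min preincubation; detection: FP of antibody-bound GDP Alexa 633 tracer, ex 620/em 688 nm; benchmarks: high control wells lacking Arfgap1, low control full reaction with DMSO; reagent: human ARF1(Δ1-17)-GTP substrate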
ASAP1 inh = blocks human ASAP1-stimulated Arf1 GTP hydrolysis. inhibition, % at 16.5 µM. GDP FP detection. 360,000 tested, 0.19% active. Q9ULH1; in the data active = inhibition above about 25%;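 also: 0% = vehicle with enzyme and substrate and 100% = no enzyme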
KLK7 zymogen act = activators of human kallikrein-7 zymogen. purified proKLK7, EDANS-DABCYL substrate fluorescence; 100% is mature enzyme control, 0% vehicle. activation, % at 7 µM. 370,000 tested, 0.9% active. AID 652039;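 active = activation above the mean of all tested compounds plus 3 SD, computed per campaign excluding outliers beyond control limits, cut at about 13% in these data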
GC-B act = GC-B (human) receptor activation; activation, % at 10 µM; 370,000 tested, 0.11% active; HEK293-GC-B cells, CNP EC30, cGMP TR-FRET; 0% at EC30 CNP, 100% saturating CNP; P20594;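 active = activation at 10 µM reaching about 35% in either raw or pattern-adjusted values, limit read from the data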
ADAM10 inh = inhibitors of human ADAM10; recombinant ADAM10, EDANS/DABCYL FRET peptide cleavage, 3 h; inhibition, % at 7 µM; 370,000 tested, 0.62% active; AID 720582;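 active = inhibition above a per-campaign cutoff equal to the mean of compounds falling between control-based bounds plus 3 SD, cut at about 20% in these data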;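 also: 0% = DMSO wells while the 100% control is not disclosed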
Tn6 DDE FP = inhibitors of Tn6 peptide binding to human fibrin DD(E); inhibition, % at 8.3 µM; P02675; 370,000 tested, 0.21% active; Fibrin DD(E) TRITC-Tn6 fluorescence polarization displacement;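 active = inhibition above a per-campaign cutoff: mean of compounds within control limits plus 3 SD, cut at about 15% in these data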;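 also: 0% = median of all compound wells on the plate and 100% = blocking peptide control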
sPLA2-III inh = Blocks human group III sPLA2 activity; QFRET BODIPY PC-A2 liposome hydrolysis, fluorescence; 370,000 tested, 0.56% active; inhibition, % at 12.2 µM; Q9NZ20;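 active = inhibition above mean plus 3 SD of compounds lying within the high and low control bounds, cut at about 19% in these data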;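 also: 0% = median of test compound wells and 100% = no enzyme DMSO wells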
FXN GAA850 act = activators of GAA850 frataxin (FXN) promoter. HEK293 lucGAA850 FXN promoter luciferase reporter, 24 h; percent of 10 µM SAHA response. activation, % at 6 µM. 360,000 tested, 0.56% active. AID 540364;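 active = activation above the average of all compounds screened plus 3 SD, cutoff fixed separately per campaign, cut at about 7.5% in these data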;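 also: 0% = DMSO wells and 100% = 10 µM SAHA wells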
NPR1 activator = GC-A (human) enzyme activation. HEK293 GC-A cells, cGMP TR-FRET, EC30 ANP; 0% at EC30 ANP, 100% saturating ANP. activation, % at 10 µM. 370,000 tested, 0.14% active. AID 1671463; in the data active = activation above about 40%
Target sequence (P16066 whole entry, looked up): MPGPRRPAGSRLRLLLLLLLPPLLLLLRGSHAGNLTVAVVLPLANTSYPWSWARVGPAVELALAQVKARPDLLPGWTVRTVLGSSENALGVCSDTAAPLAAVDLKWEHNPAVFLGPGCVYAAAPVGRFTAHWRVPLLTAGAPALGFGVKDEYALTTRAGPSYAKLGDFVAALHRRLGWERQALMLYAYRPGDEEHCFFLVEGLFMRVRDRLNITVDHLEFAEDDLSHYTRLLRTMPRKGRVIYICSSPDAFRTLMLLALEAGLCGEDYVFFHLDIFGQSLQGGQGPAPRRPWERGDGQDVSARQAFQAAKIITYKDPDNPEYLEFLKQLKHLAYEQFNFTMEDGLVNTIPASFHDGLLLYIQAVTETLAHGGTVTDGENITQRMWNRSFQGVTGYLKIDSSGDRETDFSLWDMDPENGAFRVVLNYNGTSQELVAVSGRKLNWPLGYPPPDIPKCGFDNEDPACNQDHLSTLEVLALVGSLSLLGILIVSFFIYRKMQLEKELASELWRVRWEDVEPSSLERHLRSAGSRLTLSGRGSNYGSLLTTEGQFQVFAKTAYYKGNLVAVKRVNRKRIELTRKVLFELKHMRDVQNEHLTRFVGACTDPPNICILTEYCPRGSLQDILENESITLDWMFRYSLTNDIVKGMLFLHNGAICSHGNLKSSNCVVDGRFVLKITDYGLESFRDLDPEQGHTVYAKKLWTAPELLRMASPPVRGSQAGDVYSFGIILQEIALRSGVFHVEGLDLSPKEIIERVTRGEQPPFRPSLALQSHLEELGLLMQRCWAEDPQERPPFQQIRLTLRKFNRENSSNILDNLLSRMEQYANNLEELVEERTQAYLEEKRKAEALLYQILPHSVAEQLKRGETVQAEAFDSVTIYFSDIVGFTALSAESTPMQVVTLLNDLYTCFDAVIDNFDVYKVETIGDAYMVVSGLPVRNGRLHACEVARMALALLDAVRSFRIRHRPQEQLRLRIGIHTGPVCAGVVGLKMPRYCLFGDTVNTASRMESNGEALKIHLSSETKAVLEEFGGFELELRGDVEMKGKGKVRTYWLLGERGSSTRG
rCAG RNA binder = molecules binding r(CAG) RNA repeats. r(CAG) RNA repeat, TO-PRO-1 dye displacement fluorescence. inhibition, % at 3 µM. 370,000 tested, 1.3% active. AID 651821;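 active = inhibition above the plate cutoff, the mean of all test compounds on that plate plus 3 SD, cut at about 35% in these data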;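 also: 0% = DMSO alone and 100% = 100 µM mitoxantrone as full dye displacement; higher means more dye released from RNA so lower well fluorescence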
Numbers without * were called inactive; i = inactive; · = no result given.

SMILES	ARFGAP1 inhibitor	ASAP1 inh	KLK7 zymogen act	GC-B act	ADAM10 inh	Tn6 DDE FP	sPLA2-III inh	FXN GAA850 act	NPR1 activator	rCAG RNA binder
COc1cc(OC)cc(/C(N)=N/O)c1	11	5	0.8	-1	-3	6	-3	0.9	-3	1
O=C1c2cccnc2Nc2ccccc2N1CCCF	-1	1	2.5	-7	1	-5	-3	-1.4	-2	-2
COc1cccc(C(=O)Nc2ccc(S(=O)(=O)Nc3cc(C)nc(C)n3)cc2)c1	-2	0	0.2	3	0	5	0	-0.1	-3	2
COc1ccc(N(C(=O)c2ccc(Br)o2)C2C=CS(=O)(=O)C2)cc1 (configuration not stated)	6	-1	-0.3	-5	3	-4	4	1.0	-21	-3
COc1cccc(CNc2nc(NCc3ccccc3OC)nc3ccsc23)c1	2	-5	-1.0	-1	8	6	-20	0.2	-2	3
COc1ccc(C(C(=O)NC(C)(C)C)N(Cc2ccccc2)C(=O)CCC(=O)Nc2cc(C)on2)cc1 (configuration not stated)	6	9	-0.5	-14	4	-6	1	0.3	-12	2
COc1ccc(CN2C(=O)[C@H]3Cc4c([nH]c5ccccc45)C(C)(C)N3C2=O)cc1	8	9	0.9	12	22*	-6	-27	-0.1	14	-3
Cc1ccc(SCCNC(=O)CN2C(=O)c3ccccc3S2(=O)=O)cc1	-1	14	0.6	8	-4	-1	-5	0.8	-1	1
CCOC(=O)c1cnn(-c2c(Cc3ccccc3)c(C)nc3c(-c4ccccc4)c(C)nn23)c1N	-1	1	-0.6	6	10	-5	2	-2.5	0	4
NC(=O)c1cc(S(=O)(=O)N2CCN(c3ccc([N+](=O)[O-])cc3)CC2)cs1	6	9	-0.8	-17	-7	-5	-7	-0.3	-46	10
NNC(=O)C(=O)NCCCN1CCOCC1	2	-9	0.1	5	-1	-3	-1	0.6	0	-3
O=C(Nc1ccccc1)c1cc(S(=O)(=O)N2CCCCC2)ccc1N1CCOCC1	-15	0	-0.9	-1	-3	6	-4	1.3	-4	0
O=C(CSc1nnc(CNC(=O)c2c(F)cccc2F)o1)NCC1CCCO1 (configuration not stated)	6	-9	0.0	1	-14	-1	9	0.0	2	-2
COc1ccc(CN2C/C(=C/c3ccc(C)cc3)N3C(=O)C[C@@H](c4ccccc4)N=C23)c(OC)c1	·	·	-1.1	-3	5	-4	-10	·	0	8
COC(=O)C1=C(C)NC(=O)NC1c1ccc(OCC(=O)N2CCCCC2)cc1 (configuration not stated)	11	7	-0.9	0	9	2	1	0.6	4	-4
COc1ccc(C2C3=C(Nc4ncnn42)c2ccccc2CCC3)cc1 (configuration not stated)	-3	-1	-0.9	-3	-94	12	-6	2.3	-19	-1
CCc1cc(C(=O)OC)c(NC(=O)c2ccoc2C)s1	5	-5	0.1	-14	-12	-6	1	2.3	-13	0
CCOc1cc(N2CCOCC2)c(OCC)cc1NC(=O)COC(=O)[C@@H]1CCCN1S(=O)(=O)c1ccccc1F	5	-6	-0.2	4	-2	-7	-6	0.9	4	-8
COc1ccc(NC(=O)COC(=O)c2c(-c3ccccc3)noc2C)cc1	-8	4	-0.2	-3	5	2	-9	0.7	3	-1
CCCCC[C@H]1CN(C2CCCCC2)C(=O)[C@@H]1CC(=O)NCc1ccc(OC)cc1	17	-7	-0.4	-4	9	2	-13	-0.3	-1	-9
CCOC(=O)C(Cc1ccccc1)NC(=O)CCc1nnc2ccc(N3CCCCC3)nn12 (configuration not stated)	21	4	0.2	-5	-13	-16	0	-0.8	-9	-5
Cc1nc2ccccc2c2nc(NC(=O)Cc3ccccc3)nn12	3	-9	0.8	-15	-2	-8	-3	-0.2	0	-3
CCNC(=O)/C(C#N)=C/c1c(N2CCN(Cc3ccc4c(c3)OCO4)CC2)nc2c(C)cccn2c1=O	10	-14	4.1	-5	i	2	-6	1.3	3	0
Cc1ccc(N2CCC(N3CCN(C4CCCCC4)C(CCO)C3)CC2)cc1 (configuration not stated)	-4	-6	0.5	2	2	4	0	2.6	4	-8
CC1=NNC(=O)C1CCC(=O)N/N=C\c1ccccc1[N+](=O)[O-] (configuration not stated)	10	10	-0.3	5	-8	5	4	-0.1	-2	-1
COC(=O)c1[nH]c2cc(OC)ccc2c1NC(=O)CCN1CCN(c2ccccc2)CC1	-1	-3	-0.2	3	-16	5	-10	4.5	-2	-4
COCCNC(=O)c1cccc2c1-c1ccccc1C2=O	1	-1	-0.3	-2	-1	2	9	-0.1	0	4
Cn1c(CNC(=O)c2ccco2)nnc1SCC(=O)Nc1ccc(Cl)cc1	-3	12	-0.3	-2	-7	0	6	-0.5	-6	2
Cc1cccc(Cl)c1NC(=O)N1CCCN(c2ncccc2[N+](=O)[O-])CC1	8	-17	0.2	0	-6	4	-3	0.3	2	-2
COc1ccc(C(=O)Nc2ccc(S(=O)(=O)N3CCCC3)cc2)c(OC)c1	11	-12	-0.5	4	-2	6	-5	-0.5	9	0

Quoted at random: two compounds from above
SMILES	ARFGAP1 inhibitor	ASAP1 inh	KLK7 zymogen act	GC-B act	ADAM10 inh	Tn6 DDE FP	sPLA2-III inh	FXN GAA850 act	NPR1 activator	rCAG RNA binder
COC(=O)c1[nH]c2cc(OC)ccc2c1NC(=O)CCN1CCN(c2ccccc2)CC1	-1	-3	-0.2	3	-16	5	-10	4.5	-2	-4
CCNC(=O)/C(C#N)=C/c1c(N2CCN(Cc3ccc4c(c3)OCO4)CC2)nc2c(C)cccn2c1=O	10	-14	4.1	-5	i	2	-6	1.3	3	0

Further results
SMILES	ARFGAP1 inhibitor	ASAP1 inh	KLK7 zymogen act	GC-B act	ADAM10 inh	Tn6 DDE FP	sPLA2-III inh	FXN GAA850 act	NPR1 activator	rCAG RNA binder
COc1cccc(NC(=O)CN(C)C(=O)c2c(C)noc2C)c1	-8	-3	0.4	0	-2	-2	1	0.7	3	-1
NC(=S)N(c1ccccc1)c1ccccc1	0	-9	-0.1	-1	4	-2	1	1.6	-1	1
COC(=O)C(F)(F)Sc1c(C)[nH]c2ccccc12	-9	6	0.5	14	5	1	-4	3.7	0	7
O=c1nc(N/N=C/c2ccccn2)cn[nH]1	7	-7	-0.2	-3	12	2	-7	-1.7	0	2
O=C(CCn1nnc2ccccc21)Nc1nnc(COc2ccc(F)cc2)s1	-9	6	-0.6	-5	-3	1	-6	-3.2	-3	-2
CN(C)C(=O)CSc1nc2ccc(N3C(=O)c4ccccc4C3=O)cc2s1	-4	1	0.2	-6	-6	0	7	1.0	2	0
CCN(CCCNc1ncnc2nc[nH]c12)c1cccc(C)c1	10	-1	-0.2	-2	-21	2	-1	0.0	-5	4
CC(=O)Nc1nc(C(=O)Nc2c(C)n[nH]c2C)cs1	6	-3	-0.5	3	1	2	7	-0.4	5	2
Cc1c(N2C(=O)/C(=C/C3CC=CCC3)SC2=S)c(=O)n(-c2ccccc2)n1C (configuration not stated)	1	-6	0.3	0	2	-3	-7	1.4	1	9
Cc1nn(CCC(=O)O)c(C)c1C	12	-7	-0.2	4	4	6	6	-0.4	1	0

Ordered by heavy-atom count (lowest first): part of the list above
SMILES	ARFGAP1 inhibitor	ASAP1 inh	KLK7 zymogen act	GC-B act	ADAM10 inh	Tn6 DDE FP	sPLA2-III inh	FXN GAA850 act	NPR1 activator	rCAG RNA binder
Cc1nn(CCC(=O)O)c(C)c1C	12	-7	-0.2	4	4	6	6	-0.4	1	0
NC(=S)N(c1ccccc1)c1ccccc1	0	-9	-0.1	-1	4	-2	1	1.6	-1	1
COC(=O)C(F)(F)Sc1c(C)[nH]c2ccccc12	-9	6	0.5	14	5	1	-4	3.7	0	7
CC(=O)Nc1nc(C(=O)Nc2c(C)n[nH]c2C)cs1	6	-3	-0.5	3	1	2	7	-0.4	5	2
COCCNC(=O)c1cccc2c1-c1ccccc1C2=O	1	-1	-0.3	-2	-1	2	9	-0.1	0	4
COc1cccc(NC(=O)CN(C)C(=O)c2c(C)noc2C)c1	-8	-3	0.4	0	-2	-2	1	0.7	3	-1
CN(C)C(=O)CSc1nc2ccc(N3C(=O)c4ccccc4C3=O)cc2s1	-4	1	0.2	-6	-6	0	7	1.0	2	0
O=C(CCn1nnc2ccccc21)Nc1nnc(COc2ccc(F)cc2)s1	-9	6	-0.6	-5	-3	1	-6	-3.2	-3	-2
COC(=O)c1[nH]c2cc(OC)ccc2c1NC(=O)CCN1CCN(c2ccccc2)CC1	-1	-3	-0.2	3	-16	5	-10	4.5	-2	-4

Following part:
SMILES	ARFGAP1 inhibitor	ASAP1 inh	KLK7 zymogen act	GC-B act	ADAM10 inh	Tn6 DDE FP	sPLA2-III inh	FXN GAA850 act	NPR1 activator	rCAG RNA binder
COc1ccc(NC(=O)CN(C)S(=O)(=O)c2ccc3c(c2)OCCO3)c2ncccc12	3	6	-0.3	-1	4	-3	3	-2.3	-1	1
CSc1ccccc1NC(=O)CN(C)Cc1cc(=O)n2ccsc2n1	4	-1	-0.3	2	0	-5	3	1.4	-1	-2
Cc1cc(C)c(NC(=O)COC(=O)Cc2ccsc2)c(C)c1	-5	12	-0.6	0	13	-8	0	0.5	-1	-2
CC(=O)c1ccc(OCc2cc(C(=O)NCCn3nc(C)cc3C)no2)cc1	0	-5	-0.3	0	-4	7	-3	2.8	0	-1
CCOC(=O)CC[C@H]1CC[C@]2(CCCN(C(=O)c3cccnc3)C2)O1	·	·	-0.1	7	0	-4	-2	·	0	-1
COc1cc(C(=O)Nc2ccc(C(N)=O)cc2)c([N+](=O)[O-])cc1OC	-5	4	-0.7	0	-5	-5	0	1.1	0	-2
Cc1nonc1NC(=O)OC1CCCCC1	-3	0	-0.3	1	-6	-2	-2	1.1	0	0
COc1ccc(C(=O)c2c[nH]c(C(=O)NCc3cccs3)c2)cc1	13	-5	0.2	0	10	-3	3	0.1	-1	-1
O=C(NNC(=S)NCC1CCCO1)c1cc(Br)ccc1Cl (configuration not stated)	3	3	-0.1	6	-2	-3	10	-2.4	1	1
O=C1c2cccnc2C(=O)N1Cc1ccc(S(=O)(=O)NCc2ccco2)cc1	0	-3	-0.1	4	0	2	-3	-0.4	-3	0
CNC(=O)NNC(=O)c1csc(Cc2c(Cl)sc3ccc(Cl)cc23)n1	4	7	-0.7	0	7	-6	-1	1.2	3	-3
CC1=C(C#N)C(NC(=O)c2ccc(Cl)cc2)(C(F)(F)F)C(=O)N1 (configuration not stated)	11	-8	-0.4	1	-5	-1	11	0.9	-1	-4
CCOc1ccc(NC(=O)CN2C(=O)c3cccc4cccc2c34)cc1	1	1	-0.6	-4	-11	-4	11	·	0	0
C/C=C(\C)CN1CCC(n2nccc2NC(=O)c2ccc(OC)cc2)CC1	0	3	-0.7	-2	-10	-3	-5	-0.5	3	-6
CC1(c2ccccc2)CC(c2ccccc2)=C(C#N)C(=O)N1 (configuration not stated)	7	-5	0.0	-8	-12	2	2	-2.4	-14	2
